High-throughput results from PubChem BioAssay.
QS inhibitor – S. aureus quorum sensing inhibitors, primary screen, RNAIII-GFP reporter, flow cytometry. S. aureus RN6390 RNAIII-GFP reporter, AIP-induced, flow cytometry 3 h. inhibition, % at 2 µM. 24,000 tested, 0.3% active;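 active = share of bacteria positive for the green fluorescent reporter and its mean brightness both inhibited by 50% or more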;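 note: 0% = AIP-stimulated control and 100% = unstimulated bacteria without AIP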
QS inhibitor GFP MFI % – second read-out of QS inhibitor, no call of its own (marks repeat the call); inhibition, %; measured here: inhibition of GFP MFI
* marks the source's active call; other numbers are inactive results. Only part of the results is shown (hit frequency here may not be typical).

QS inhibitor	QS inhibitor GFP MFI %	canonical_smiles
-2	-14	CCOC(=O)CSc1nnc([C@H](C)NC(=O)OC(C)(C)C)o1
-2	-10	CCOC(=O)Nc1sc(=S)n(C)c1C
-1	-5	CCC1CCCCN1C(=O)CSc1nnc(CNC(=O)c2cc(OC)c(OC)c(OC)c2)o1 (stereo unspecified)
-2	1	CCOC(=O)c1c(NC(=O)c2cc(C3CC3)on2)sc2c1CCCC2
-2	-8	COCCn1c(=S)[nH]c2ncccc2c1=O
0	9	CN1C(=O)C(C(=O)NC(C)(C)C)C2c3ccccc3OC13CCCCC23 (stereo unspecified)
-6	-12	COc1ccc(OC)c(C2CC(=O)N3CN(c4cccc(Cl)c4C)CSC3=C2C#N)c1 (stereo unspecified)
6	4	COCCCNC(=O)CS(=O)(=O)Cc1nc(-c2cccc(OC)c2)oc1C
0	7	O=C1C(c2ccncc2)=C(O)c2ccccc21
0	0	Cc1c(NC(=O)C(C)N2C(=O)C3C4C=CC(C4)C3C2=O)c(=O)n(-c2ccccc2)n1C (stereo unspecified)
4	21	CCOC(=O)C1CCCN(c2c(Nc3ccc(C)c(C)c3)c(=O)c2=O)C1 (stereo unspecified)
-6	-17	CCOC(=O)Cc1csc(NC(=O)C2CCCN(S(=O)(=O)c3cnc[nH]3)C2)n1 (stereo unspecified)
2	10	Cc1ccc(S(=O)(=O)N2CCC(C(=O)NCCCN3CCCCCC3)CC2)cc1
-3	-7	COc1ccc(OC)c(NC(=O)NC2(C(F)(F)F)Oc3ccccc3O2)c1
-3	-5	CCc1ccc(C2CC(c3ccc(F)cc3)Nc3nc(N)nn32)cc1 (stereo unspecified)
-1	-4	CCOC(=O)C1CCN(S(=O)(=O)c2cc(Br)cc3c2N(C(=O)C2CC2)CC3)CC1
1	35	Cc1ccc(C)c(S(=O)(=O)n2cnc3ccccc32)c1
0	6	Nc1nc(N2CCN(C/C=C/c3ccccc3)CC2)nc2ccccc12
0	-1	CCOc1cc(C(=O)N2CCN=C2SC)cc(OCC)c1OCC
0	8	C=C(C)Cn1c(N(CCO)Cc2ccccc2)nc2c1c(=O)[nH]c(=O)n2C
2	10	O=C(CCc1nc2ccccc2s1)OCC(=O)N1CCN(C(=O)c2ccco2)CC1
-3	-15	CC(=O)N1CCc2cc(S(=O)(=O)CCC(=O)NCc3cccs3)ccc21
-6	-19	O=C(NCc1ccco1)c1noc2c1CCCC2
-3	-10	N[C@@H](Cc1ccc(O)c(I)c1)C(=O)O
1	40	COCCCn1c(=N)c(C(N)=S)cc2c(=O)n3cccc(C)c3nc21
2	5	COc1ccccc1NC(=O)N1CCn2c(nc3ccccc32)C1
0	2	O=C1c2ccccc2C(=O)N1CCCn1nnc(-c2ccc(N3CCOCC3)cc2)n1
0	31	Nc1c(S(=O)(=O)c2cccs2)c2nc3ccccc3nc2n1CC1CCCO1 (stereo unspecified)
0	-2	CC1CCCC(NC(=O)CN(C)S(=O)(=O)c2cccc3cccnc23)C1C (stereo unspecified)
-1	0	CCCc1nnc(NC(=O)NCCN2C(=O)C3C4C=CC(C4)C3C2=O)s1 (stereo unspecified)
-1	-3	O=C(CCN1CCN(c2ccc(F)cc2)CC1)Nc1ccc(F)cc1
-2	-2	CC1CCCC(C)N1C(=O)C1CC(c2ccc(F)cc2)=NO1 (stereo unspecified)
1	2	CCCCOc1ccccc1-c1cc(C(=O)O)[nH]n1
24	30	Cc1ccccc1-c1nc(CS(=O)(=O)CC(=O)NCCCN2C(C)CCCC2C)c(C)o1 (stereo unspecified)
-1	-2	Cn1c(=O)oc2cc(S(=O)(=O)NCc3ccco3)ccc21
0	2	COC(=O)c1ccc(NC(=O)Cn2nnc3ccccc32)cc1
-1	-8	CCOC(=O)N1CCN(C(=O)C2CCC(CNS(=O)(=O)c3ccc(Cl)cc3)CC2)CC1 (stereo unspecified)
-2	-12	COc1cccc(-c2csc3nnc(SCC(=O)c4ccc(NC(C)=O)cc4)n23)c1
6	10	CCc1nnc(NC(=O)c2ccc(S(=O)(=O)N(CC)Cc3ccccc3)cc2)o1
-2	1	CCCC(=O)c1ccc(N2CCN(C(=O)c3ccc(Br)cc3)CC2)c(F)c1
-1	6	COc1ccc(NC(=O)CSc2nc3ccccc3c(=O)n2CCNC(C)=O)c(OC)c1
-1	1	CC(C)CNC(=O)c1ccccc1NC(=O)CN(c1ccc2c(c1)OCCO2)S(C)(=O)=O
4	27	CCOCCCNC(=O)c1c[nH]c2ccc(S(=O)(=O)Nc3cccc(OC)c3)cc2c1=O
-1	-9	CCC(C)(C)n1nnnc1C(c1ccccc1OC)N1CCSCC1 (stereo unspecified)
5	6	COc1ccc(-c2cc3nc(C)c(CCC(=O)NCc4ccco4)c(C)n3n2)c(OC)c1
0	-6	CSc1nnc(Cn2c(=O)sc3ccccc32)n1C
-1	-6	COC(=O)c1cc(NC2c3ccccc3C(=O)N2c2ccc(Cl)cn2)cc(C(=O)OC)c1 (stereo unspecified)
-4	1	COC(=O)c1cc(Cl)c(NS(=O)(=O)c2ccccc2)cc1OC
1	0	CCOC(=O)N1CCC(Nc2c(OCC)c(=O)c2=O)CC1
1	23	O=C(C1CCN(S(=O)(=O)c2cccnc2)CC1)N1CCN(C2CCCC2)CC1
-1	1	Cc1cc(S(=O)(=O)NCCCN2CCOCC2)ccc1F
-2	12	COC(=O)c1cn(C(=O)c2ccccc2F)nc1N
-2	-9	COc1cc(NC(=O)C2CCC(CNc3c(N4CCCCC4)c(=O)c3=O)CC2)cc(OC)c1 (stereo unspecified)
-1	-2	Cc1ccc(/C(O)=C2/C(=O)C(=O)N(Cc3ccco3)C2c2cccs2)cc1 (stereo unspecified)
-3	-14	CCCCn1c(SCC(=O)Nc2cc(C)[nH]n2)nc2ccsc2c1=O
-1	-5	CCN(CC)S(=O)(=O)c1ccc(C(=O)N2CCN=C2SCc2cccnc2)cc1
-2	-12	CCOC(=O)c1cc(C)n(S(=O)(=O)c2ccc(C)cc2)c1C
-1	-23	COC(=O)c1nnn(-c2nc(N3CCCCC3)nc(N3CCCCC3)n2)c1C
10	20	Cc1ccc(S(=O)(=O)C2(C(=O)Nc3ccc4c(c3)OCO4)CC2)cc1
-3	-16	CCOc1cc(C2CC(=O)N3CN(C4CCCCC4)CSC3=C2C#N)ccc1O (stereo unspecified)

Further structures.
QS inhibitor	QS inhibitor GFP MFI %	canonical_smiles
11	20	CN1C(=O)c2ccccc2C(C(=O)NCCCN2CCCC2=O)C1c1c[nH]c2ccccc12 (stereo unspecified)
-5	-7	Cc1ccc(C(=O)N(Cc2nc(-c3ccc(C)cc3)no2)C(C)C)cc1
-5	-15	CCOCCCNC(=O)C1CCC(CNS(=O)(=O)c2ccc(F)cc2)CC1 (stereo unspecified)
0	-3	O=C(COC(=O)CSc1nnc(-c2ccc(Cl)cc2)o1)NCc1ccc2c(c1)OCO2
0	20	CCn1cc(C(=O)N=c2sc3ccccc3n2C)c(=O)c2ccc(C)nc21
-3	-1	CC(C)OCCCN1C(=O)c2ccccc2C1C(=O)NC1CCCCC1 (stereo unspecified)
0	-9	O=C(O)c1cccc(N2C(=O)CSC2c2c(F)cccc2Cl)c1 (stereo unspecified)
0	1	CS(=O)(=O)NCCSCc1c(F)cccc1Cl
-1	-9	CCSc1nc2nc(C)cc(C)n2n1
1	6	Cc1ccc(-n2nnc3c(=O)n(CC(=O)NCC4CCCO4)cnc32)cc1 (stereo unspecified)
0	6	CC(=O)c1cc2c(C)c(C(=O)c3ccccc3)oc2cc1O
-1	0	O=C(Cn1cccc1)N1CCN(C(c2ccccc2)c2ccccc2)CC1
5	5	CCCCNC(=O)C1c2cc(OC)c(OC)cc2C(=O)N(C)C1c1ccc(OC)cc1 (stereo unspecified)
1	25	Cc1cccc(NC(=O)C2CCCN(C(=O)Nc3ccccc3)C2)c1C (stereo unspecified)
-5	-26	CCc1ccc(-c2nc(CN3CCCC(C(=O)NCCc4ccc(OC)c(OC)c4)C3)c(C)o2)cc1 (stereo unspecified)
-5	-30	O=C(Nc1ccc2c(c1)OCCO2)c1cnc2ccccn2c1=O
-1	-1	CC(=O)NCC(=O)N(c1ccccc1)C1(C(=O)NC2CCCCC2)CCCCC1
0	13	CN(C(=O)c1ccc2c(=O)n3c(nc2c1)CCCCC3)c1ccccc1
-3	-6	CSCCC(NC(=O)C1CCC(C)CC1)C(=O)NCCN1CCOCC1 (stereo unspecified)
-2	-10	CC1=C(C(=O)Nc2ccccc2)C(c2ccccc2)N2C(=O)CSC2=N1 (stereo unspecified)
1	11	CC(=O)C1=C(O)C(=O)N(C2CCCCC2)C1c1ccccc1 (stereo unspecified)
-2	-28	CN(C)CCN1C(=O)C(O)=C(C(=O)c2cc3ccccc3o2)C1c1ccc(N(C)C)cc1 (stereo unspecified)
-1	-18	Clc1cccc(Cl)c1COc1ccncc1
-4	-39	COc1cc2c(C(=O)NC3CCCCCC3)cn(C)c(=O)c2cc1OC
-3	-3	C=C(C)Cn1c(C(C)NC(=O)CCC)nc2ccccc21 (stereo unspecified)
2	4	O=C(CCCn1c(SCC(=O)c2ccc(Cl)cc2)nc2ccccc2c1=O)NCc1ccco1
0	10	COCCNC(=O)CS(=O)(=O)Cc1nc(-c2ccc(C)cc2)oc1C
0	4	Cc1nnc(SCC(=O)N(C(C)C)C(C)C)nc1C
17	44	CCC1c2ccc(C)n2CCN1C(=O)Nc1cc(Cl)ccc1OC (stereo unspecified)
-3	-10	COc1ccc(OC)c(S(=O)(=O)Nc2ccccc2C(=O)O)c1
0	6	COc1cccc(Cn2nnc(C(=O)Nc3ccc(C)cc3)c2N)c1
11	22	O=c1c2cc3c(cc2[nH]c(=S)n1Cc1ccco1)OCO3
-3	-5	O=c1cc(-c2ccccc2)[nH]c2ccccc12
18	46	Cc1ccc2nc(NC(=O)CSc3nc4c(c(=O)n3C)SC(C)C4)sc2c1 (stereo unspecified)
-10	-21	Cc1ccc(-c2c(C(=O)N3CCOCC3)oc(=O)c3ccccc23)cc1
-2	-13	CCOc1ccc(NCc2nnc(SCC(=O)Nc3cc(C)on3)n2-c2ccccc2OC)cc1
-5	-23	Cc1ccc(CNC(=O)C2CCN(S(=O)(=O)N3CCOCC3)CC2)cc1
-37	-69	CCOCCCNC(=O)C(NC(=O)c1ccc(=O)[nH]c1)c1ccccc1 (stereo unspecified)
0	-6	COc1cccc(C2=NOC(C(=O)NC3CCCCC3)C2)c1 (stereo unspecified)
2	26	O=C(CN1CCN(Cc2ccccc2Cl)C1=O)NC1CCCCCC1
0	-5	Cc1ccc(OCC(O)Cn2c(=N)n(CCN3CCCCC3)c3ccccc32)cc1 (stereo unspecified)
0	3	O=C(CNCCC1=CCCCC1)Nc1ccccc1N1CCCCC1
2	7	Cc1noc(/C=C/c2ccco2)c1S(=O)(=O)N1CCC(C(=O)N2c3ccccc3CC2C)CC1 (stereo unspecified)
5	45	CCN1CCN(C(=O)c2sc3nc(C)nc(N4CCC(C)CC4)c3c2C)CC1
-3	-92	NC(N)=NC(N)=NCCc1ccccc1
-1	6	Cc1nc2scc(-c3ccco3)c2c(=O)n1/N=C/N(C)C
0	9	COc1ccc2nc(NC(=O)C3CCCN(S(=O)(=O)c4cccc5nonc45)C3)sc2c1 (stereo unspecified)
-13	-17	O=C(NCCN1CCCC1)c1ccc2c(c1)N(Cc1ccc(F)cc1)C(=O)c1ccccc1S2=O (stereo unspecified)
2	-16	Cc1cccc(NC(=O)CN2C(=O)COc3ccc(Cl)cc32)c1C
6	15	O=c1cc(N2CCN(c3ccccc3)CC2)[nH]c(=O)n1C1CCCCC1
-2	-4	COc1ccc(C)cc1S(=O)(=O)Nc1cccnc1
-1	3	Brc1ccc(-c2noc(COc3ccc4c(c3)CCC4)n2)o1
0	-1	COc1ccc(-n2c(Cc3cccn3C)nnc2SCC(=O)Nc2cccc(F)c2)cc1
-3	-10	O=C(NCc1ccc2c(c1)OCO2)c1ccc(NC(=O)C2CCCO2)cc1 (stereo unspecified)
-2	10	C=CCn1c(Cc2cccs2)nnc1SCC(=O)Nc1ccc(OC)c(OC)c1
3	15	Cc1cccc(Nc2nn3c(=O)c4ccccc4nc3s2)c1

Entries from the list above with a furan ring, fused or not:
QS inhibitor	QS inhibitor GFP MFI %	canonical_smiles
2	10	O=C(CCc1nc2ccccc2s1)OCC(=O)N1CCN(C(=O)c2ccco2)CC1
-6	-19	O=C(NCc1ccco1)c1noc2c1CCCC2
-1	-2	Cn1c(=O)oc2cc(S(=O)(=O)NCc3ccco3)ccc21
5	6	COc1ccc(-c2cc3nc(C)c(CCC(=O)NCc4ccco4)c(C)n3n2)c(OC)c1
-1	-2	Cc1ccc(/C(O)=C2/C(=O)C(=O)N(Cc3ccco3)C2c2cccs2)cc1 (stereo unspecified)
0	6	CC(=O)c1cc2c(C)c(C(=O)c3ccccc3)oc2cc1O
-2	-28	CN(C)CCN1C(=O)C(O)=C(C(=O)c2cc3ccccc3o2)C1c1ccc(N(C)C)cc1 (stereo unspecified)
2	4	O=C(CCCn1c(SCC(=O)c2ccc(Cl)cc2)nc2ccccc2c1=O)NCc1ccco1
11	22	O=c1c2cc3c(cc2[nH]c(=S)n1Cc1ccco1)OCO3
2	7	Cc1noc(/C=C/c2ccco2)c1S(=O)(=O)N1CCC(C(=O)N2c3ccccc3CC2C)CC1 (stereo unspecified)
-1	6	Cc1nc2scc(-c3ccco3)c2c(=O)n1/N=C/N(C)C
-1	3	Brc1ccc(-c2noc(COc3ccc4c(c3)CCC4)n2)o1
